Menin-MLL TR inh: inhibitors of human menin-MLL interaction, mutant MLL peptide; O00255; Menin + Texas Red MLL mutant peptide, fluorescence polarization; Potency, µM (doses to about 61.6 µM), inactives show at the highest dose FP activity change, negative = inhibition, actives largely listed as inhibitors; actives 0.23% (n = 270,000); AID 1768; active means well fitted inhibition curve with a large enough effect in the polarisation, with a control signal flat, not every such curve was filed as active; inconclusive means small, poorly fitted or top-dose-only effect, or effect the other way, or a change in a side signal; inactive means no such curve, though single readings can be large or run the other way; the % refers to the polarisation; further: potency means the concentration at half of the fitted maximal effect; % of control where 0% means no effect; many of its hits are not listed in these tables
RORgamma inh: ROR gamma (mouse) transcription inhibition. Potency, µM (series often up to 53.6 µM), for the others: at the top dose activity change, negative = inhibition, hits mostly inhibitors. Drosophila S2 Gal4-RORgamma UAS-luciferase reporter, 20 h. P51450. actives 5.4% (n = 310,000). AID 2551; further: potency means the concentration at half of the fitted maximal effect; on the % scale 0 is the no-effect control and ±100 the full control effect; nearly all actives have a fitted effect of over 60% in size
Target sequence (P51450 whole entry, looked up, the tested form may be a part): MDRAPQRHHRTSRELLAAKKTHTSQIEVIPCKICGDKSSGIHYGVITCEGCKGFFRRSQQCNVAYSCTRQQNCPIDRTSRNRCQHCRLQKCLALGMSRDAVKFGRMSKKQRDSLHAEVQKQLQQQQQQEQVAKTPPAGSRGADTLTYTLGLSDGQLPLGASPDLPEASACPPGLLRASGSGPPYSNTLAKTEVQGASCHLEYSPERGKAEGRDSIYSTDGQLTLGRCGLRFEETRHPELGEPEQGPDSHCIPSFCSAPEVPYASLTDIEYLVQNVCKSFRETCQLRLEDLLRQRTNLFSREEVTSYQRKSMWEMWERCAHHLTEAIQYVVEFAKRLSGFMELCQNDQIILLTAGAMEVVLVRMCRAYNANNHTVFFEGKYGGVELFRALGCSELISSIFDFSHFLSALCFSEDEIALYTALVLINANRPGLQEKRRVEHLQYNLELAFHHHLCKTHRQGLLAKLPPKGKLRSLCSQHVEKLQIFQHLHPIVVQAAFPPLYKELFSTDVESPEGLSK
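In this cell-based reporter format, copper sulfate (700 uM final) drives Gal4–ROR gamma fusion expression from a metallothionein promoter in Drosophila Schneider cells; compounds preincubated 1 hr, reporter read after 20 hr at ambient temperature.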
Mito fusion yeast: blocks mitochondrial division or promotes mitochondrial fusion; S. cerevisiae fusion-defective mutant growth rescue, CellTiterGlo 48 h; Potency, µM (doses to about 46.1 µM), for the others: at the top dose growth rescue (activation), hits mostly activators; actives 0.23% (n = 320,000); AID 485298;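 further: potency means the concentration at half of the fitted maximal effect; % of control where 0% means no effect; nearly all actives have a fitted effect of over 45% in size; temperature-sensitive fusion mutants such as fzo1-1 at 37 °C on non-fermentable ethanol glycerol medium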
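Temperature-sensitive fusion-defective S. cerevisiae (e.g. fzo1-1, mgm1-5) were grown with compound in YPEG medium (3% ethanol, 3% glycerol) for 48 hours at 37C. Growth rescue was measured as viability by CellTiterGlo luminescence after 10 minutes at ambient.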
ELG1 repair inh: blocks ELG1-dependent DNA repair in HEK293T cells; HEK293T ELG1-luciferase reporter, luminescence, 16 h; DNA damage induced by 5-fluorouridine; Potency, µM (series often up to 46.1 µM), inactives show at the top dose activity change, negative = inhibition, most hits filed as inhibitors; actives 2.3% (n = 330,000); AID 504467; further: potency means the concentration at half of the fitted maximal effect; on the % scale 0 is the no-effect control and ±100 the full control effect; nearly all actives have a fitted effect of over 55% in size
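Reporter activity after DNA damage by 5-fluorouridine is monitored. Compound-treated cells incubate 16 hr at 37 °C, then ONE-Glo is added for 30 min before luminescence reading.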
VP16 counter: counter-screen for ROR gamma inhibitors: Gal4-VP16 reporter; Potency, µM (top dose mostly 53.6 µM), for inactives: at the highest dose activity, negative = inhibition, usual class: inhibitors; Drosophila S2 Gal4-VP16 UAS-luciferase, luminescence, 20 h; actives 3.5% (n = 310,000);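 further: Gal4-VP16 expression switched on by copper sulfate through the metallothionein promoter; potency means the concentration at half of the fitted maximal effect; on the % scale 0 is the no-effect control and ±100 the full control effect; nearly all actives have a fitted effect of over 50% in size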
NPC1 prom act: activates the NPC1 promoter | Huh7 NPC1 promoter luciferase reporter, 24 h | Potency, µM (highest dose often 9.22 µM), inactives show at the top dose activation, most hits filed as activators | actives 2.4% (n = 320,000) | AID 485313;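 further: potency means the concentration at half of the fitted maximal effect; % of control where 0% means no effect; nearly all actives have a fitted effect of over 60% in size; reporter is driven by a mutant NPC1 promoter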
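Cells: Huh7 expressing luciferase under the NPC1 promoter, 1500/well. Seeded 2 h, compound added, incubated 24 h at 37 °C. Luciferase reagent, 10 min ambient, then luminescence.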
Rab9 promoter act: activators of Rab9 promoter; Huh7 Rab9 promoter-luciferase reporter, luminescence, 24 h; Potency, µM (series often up to 9.22 µM), without a hit: at the highest dose activation, negative = inhibition, hits mostly activators; actives 2.8% (n = 320,000); AID 485297; further: potency means the concentration at half of the fitted maximal effect; % of control where 0% means no effect; nearly all actives have a fitted effect of over 60% in size
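Luminescence from Amplite-detected luciferase (10 minutes, ambient) reports Rab9 promoter activation. Before that, stable Rab9-luciferase Huh7 cells (1500/well, reduced-serum OP-MEM I plus 10% FBS) were exposed to compound for 24 hours at 37C.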
PKM2 act: PKM2 (human) enzyme activation; purified PKM2, Kinase-Glo ATP luminescence, activation; response scale: 0% is enzyme alone, no compound; Potency, µM (top dose mostly 57.5 µM), for inactives: top-dose activation, actives largely listed as activators; AID 1631; actives 0.34% (n = 260,000); further: potency means the concentration at half of the fitted maximal effect; on the % scale 0 is the no-effect control and ±100 the full control effect; nearly all actives have a fitted effect of over 55% in size
Target sequence (P14618 whole entry, looked up): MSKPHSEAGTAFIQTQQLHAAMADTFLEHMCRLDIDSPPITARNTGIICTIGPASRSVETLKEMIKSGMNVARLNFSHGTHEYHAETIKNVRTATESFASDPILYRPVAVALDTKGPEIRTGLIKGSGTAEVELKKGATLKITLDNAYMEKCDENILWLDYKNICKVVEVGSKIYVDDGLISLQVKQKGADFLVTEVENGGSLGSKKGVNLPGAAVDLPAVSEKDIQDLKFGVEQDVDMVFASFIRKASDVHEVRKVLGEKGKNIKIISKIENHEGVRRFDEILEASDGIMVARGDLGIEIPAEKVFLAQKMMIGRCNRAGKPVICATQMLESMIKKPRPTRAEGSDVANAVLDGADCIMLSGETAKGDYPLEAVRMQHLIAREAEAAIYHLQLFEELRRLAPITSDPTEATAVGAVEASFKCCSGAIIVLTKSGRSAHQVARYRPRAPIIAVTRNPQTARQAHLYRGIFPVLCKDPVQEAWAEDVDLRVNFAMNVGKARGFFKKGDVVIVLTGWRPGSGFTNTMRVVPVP
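Purified hPK-M2 (>95%) run at intermediate activity with 0.1 mM ADP and 0.5 mM PEP in 50 mM imidazole pH 7.2, KCl, MgCl2; 1 h room temperature. ATP formed read by Kinase-Glo luminescence; normalized to uninhibited and no-enzyme controls.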
MBNL1-CUG inh: MBNL1-poly(CUG) RNA binding inhibition | Q9NR56 | TR-FRET MBNL1-His/biotin-(CUG)12 binding, 665/545 ratio | Potency, µM (doses to about 57.5 µM), for the others: at the top dose activity change, negative = inhibition, most hits filed as inhibitors | actives 0.036% (n = 280,000); active means well fitted inhibition curve with a large enough effect in the signal ratio, with a control signal flat, not every such curve was filed as active; inconclusive means small, poorly fitted or top-dose-only effect, or effect the other way, or a change in a side signal; inactive means no such curve, though single readings can be large or run the other way; the % refers to the signal ratio; further: potency means the concentration at half of the fitted maximal effect; on the % scale 0 is the no-effect control and ±100 the full control effect
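TR-FRET readout: Ex 340 nm, 665/545 nm emission ratio, normalized to buffer-only (basal) and MBNL1-(CUG)12 controls. Complex of MBNL1-His with Biotin-(CUG)12, compounds 92 nM–58 uM, incubated 60 min at room temperature.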
FLuc modulator: inhibits or activates purified firefly luciferase, miR-21 counter-screen. purified FLuc, Km substrates, luminescence inhibition. Potency, µM (doses to about 57.5 µM), for inactives: top-dose activity change, negative = inhibition, usual class: inhibitors. actives 6.9% (n = 360,000). AID 588342;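 further: potency means the concentration at half of the fitted maximal effect; plate controls were vehicle for no effect and reference inhibitor for full effect; nearly all actives have a fitted effect of over 55% in size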
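Purified P. pyralis luciferase, 10 nM final, with Km-level 10 uM D-luciferin and 10 uM ATP in 50 mM Tris acetate pH 7.5, 10 mM Mg acetate, 0.01% Tween-20, 0.05% BSA; 6-point qHTS titration about 60 µM downward; luminescence read.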
KCNH2 3.1 block: inhibitors of human KCNH2 3.1 potassium channel isoform | U2OS KCNH2 3.1, thallium flux FluxOr; active compounds read low | activity change, % (tested at about 1.8 µM) | actives 0.95% (n = 340,000);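 active means maximum activity change below -70%; inconclusive means maximum activity change from -70% to -50%; inactive means maximum activity change above -50%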;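 further: thallium influx rate constant from kinetic fluorescence after stimulation buffer; on the % scale 0 is the no-effect control and ±100 the full control effect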
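FluxOr-based Tl+ influx in U2OS cells transduced with KCNH2 3.1 virus; rate constants normalized to DMSO controls.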
An asterisk follows results filed as active; ? = inconclusive; / = not tested or not shown; [ ] = dose if it differs, or a comment. Unless noted, the call rests on the fitted dose curve; in most records, active means well fitted curve in the direction sought with a large enough effect; inconclusive means small, poorly fitted or top-dose-only effect, or another doubt; inactive means no such curve, though single readings can be large; an effect the other way counts as inactive or inconclusive. The list is partial. The share of hits here may be higher or lower than overall.

Molecule	Menin-MLL TR inh	RORgamma inh	Mito fusion yeast	ELG1 repair inh	VP16 counter	NPC1 prom act	Rab9 promoter act	PKM2 act	MBNL1-CUG inh	FLuc modulator	KCNH2 3.1 block
S=c1nc(-c2cccc(Cl)c2)[nH][nH]1	16%	13µM*	0%	?	?	3%	2%	-9%	12%	?	-7
COc1ccccc1CNC(=O)Cn1c(=O)c2cccn2c2cccnc21	/	10%	1%	-1%	-18%	3%	9%	/	2%	-2%	3
Nc1nc(-c2ccco2)nn1C(=O)c1cccnc1	6%	?	-2%	9%	-1%	1%	-4%	-2%	-8%	-2%	12
Cc1cccc(N=c2oc3cc(O)ccc3cc2C(N)=O)c1	?	11µM*	-16%	4.6µM*	14µM*	18%	2%	-1%	?	?	5
Cc1cccc(/C=N/n2c(C)nnc2C)c1	33%	-26%	-4%	-17%	-13%	-2%	3%	-3%	0%	3%	-17
CCc1cc(=O)[nH]c(SCCc2ccccc2)n1	-2%	-1%	18%	9%	-20%	1%	1%	/	-4%	3%	13
N#CCCN(C(=S)NC(=O)c1ccco1)c1ccccc1F	17%	-26%	2%	11%	7%	1%	-4%	-1%	-2%	-18%	0
COc1ccc(-n2c(=S)[nH]c3cc(C(=O)Nc4ccccc4OC)ccc3c2=O)c(OC)c1	23%	1.6µM*	-27%	16µM*	4.5µM*	-11%	-2%	-1%	-1%	2%	3
CCOC(=O)c1cnc2c(-c3cccc(Br)c3)cnn2c1C	19%	-20%	-1%	?	1%	3.2µM*	3.5µM*	-9%	4%	2.4µM*	13
Cc1cccc(N2C(=O)C3CCCN3C2=S)c1 (stereo unspecified)	24%	3%	-5%	-2%	-8%	-1%	-1%	/	-3%	2%	1
CN(C)CCNC(=S)Nc1ccccc1C(C)(C)C	-12%	-22%	-1%	2%	10%	-1%	13%	-5%	-4%	1%	-9
O=c1[nH]n2c(C(F)(F)F)cc(C3CC3)nc2c1N=Nc1ccccc1	3%	?	?	-10%	-4%	-3%	0%	-1%	-5%	?	1
CC12C(=O)N(c3ccccc3C(=O)O)C(=O)C1C1C=CC2C1 (stereo unspecified)	-8%	1%	2%	14%	-2%	-1%	-8%	7%	-7%	5%	-4
CCOC(=O)C(C)Oc1ccccc1C1NC(=O)NC(C)=C1C(=O)Nc1ccc(C)c(C)c1 (stereo unspecified)	-25%	27%	-2%	?	5%	-4%	-19%	-1%	0%	-5%	18
COc1ccc(OCc2nn[nH]n2)cc1	10%	-32%	-1%	2%	5%	0%	3%	3%	-7%	-11%	12
C=CCc1cccc(/C=N/c2ncn[nH]2)c1O	-1%	28%	-3%	11%	-5%	-5%	-3%	-2%	-9%	?	1
CC(Cn1nnc2ccccc21)C(=O)O (stereo unspecified)	9%	5%	-4%	-4%	6%	-3%	-1%	-1%	2%	-2%	4
O=c1[nH]n2c(=O)c3c([nH]c2c1N=Nc1cccc(Cl)c1)CCCC3	?	-74%	-1%	-8%	-24%	-3%	0%	-7%	-8%	2%	18
CN(C)S(=O)(=O)c1cc(NC(=O)Cn2ccsc2=N)ccc1Cl	-11%	14%	-7%	-15%	2%	1%	11%	/	-7%	1%	-18
Cc1ccc(N/N=C(/Sc2nnnn2-c2ccccc2)C(=O)c2ccccc2)cc1	6%	10µM*	?	-1%	?	1%	2%	-4%	/	-1%	1
Cc1cc(OC(=O)c2ccc3ccccc3c2)c([N+](=O)[O-])c(=O)[nH]1	-2%	-14%	1%	7%	-4%	1%	-16%	-20%	4%	?	-15
O=C(Nc1nccs1)c1ccc2nccnc2c1	6%	-9%	0%	?	4%	?	?	-7%	?	?	-3
O=C(CN1C(=O)NC2(CCOc3ccccc32)C1=O)Nc1ccc(Br)cc1F (stereo unspecified)	/	/	0%	5%	/	-4%	2%	/	/	-1%	-11
COc1ccc(Cn2cccc(NC(=O)Nc3ccc(F)cc3)c2=O)cc1	?	21%	2%	?	5%	-7%	-13%	5%	-10%	?	0
O=C(C1CC1)N1CCc2[nH]c3ccccc3c2C1	-1%	9%	0%	-1%	14%	-1%	3%	17%	-11%	?	12
Cc1cc(-n2c(=O)c(C#N)cc3c(=O)n4ccccc4nc32)no1	0%	3%	0%	-4%	-7%	1%	-13%	-2%	?	-4%	16
COc1ccc(/C=N/Nc2ncnc3c2[nH]c2ccc(C)cc23)c(OC)c1OC	/	-27%	-1%	-17%	0%	17%	4%	8%	-2%	?	4
C=CCn1c(SCC(=O)Nc2ccc(F)cc2)nnc1-c1cnccn1	/	7%	3%	10%	1%	1%	-4%	/	-5%	-2%	21
COc1ccccc1N(C)S(=O)(=O)c1ccc(C(=O)Nc2ccc(N3CCOCC3)cc2)cc1	?	59%	-2%	23µM*	3%	0%	-6%	2%	-3%	3%	4
CCN(CC)C(=O)CSc1ncnc2c1cnn2-c1ccccc1	-4%	?	17%	?	?	?	?	-1%	-8%	17µM*	2
CCOC(=O)c1ccc(NC(=S)NCCCN2CCOCC2)cc1	29%	-17%	-2%	-5%	7%	2%	-5%	-7%	-23%	-1%	20
Cc1cccc(/C=N/NC(=O)c2ccc(NC(=O)c3cccc(Cl)c3)cc2)n1	45%[activator]	?	-1%	0%	?	-4%	0%	0%	-4%	-12%	-23
Cc1ccccc1NC(=O)c1nn(C)c(C(=O)Nc2ccccc2C)c1[N+](=O)[O-]	4%	-2%	1%	-5%	8%	6%	-1%	1%[11.5 µM]	?	3%	-1
COc1cc2c(cc1OC)C(C)N(C(=O)[C@@H](NC(=O)c1ccccc1)C(C)C)CC2 (stereo partly specified)	0%	-20%	?	-19%	0%	-2%	-13%	/	2%	1%	-23
CCc1ccccc1NC(=O)COC(=O)c1cccs1	2%	7%	-2%	-7%	-3%	-3%	0%	-13%	-7%	1%	7
OCCC1CN(CCCn2cccn2)CCN1C1CCCCC1 (stereo unspecified)	0%	-6%	-2%	1%	4%	1%	-1%	-1%	-11%	-1%	10
N#C/C(=C\c1cccc([N+](=O)[O-])c1)C(=O)NCC1CCCO1 (stereo unspecified)	-5%	2%	-2%	?	-6%	-2%	-1%	10%	?	-3%	-18
O=C(c1ccc2c(=O)n(Cc3ccco3)c(=S)[nH]c2c1)N1CCN(c2ccccc2)CC1	/	?	-2%	-5%	-4%	-2%	0%	13µM*	-20%	-4%	-3
O=C(CC(Cc1ccccc1)C(=O)O)Nc1ccc(Cl)c(Cl)c1 (stereo unspecified)	34%[activator]	14%	-1%	14%	-1%	-6%	-14%	/	-8%	-3%	0
CCOc1ccccc1C(=O)Nc1cc(Cl)ccc1O	?	?	?	?	-10%	25%	0%	10%	0%	-9%	-7
COCCNC(=O)/C(C#N)=C/c1cc(Br)c(O)c(OC)c1	-9%	-11%	-1%	-4%	4%	0%	-3%	1%	10%	-8%	-21
CC12CCC(C(=O)Nc3ccccc3Cl)([C@H](Br)C1=O)C2(C)C (stereo partly specified)	/	-10%	-4%	?	2%	-3%	8%	-4%	-6%	1%	7
O=[N+]([O-])c1ccc(N2CCN(c3ccccc3F)CC2)c(S(=O)(=O)N2CCOCC2)c1	-3%	21%	21%	-13%	4%	-1%	-5%	0%	?	1%	6
O=C1CC(N2CCN(c3ccccc3)CC2)C(=O)N1c1ccc(Cl)cc1 (stereo unspecified)	13%	16%	-8%	8%	4%	1%	-2%	-1%	-3%	-9%	28
Cc1ccc2nc(C)c(CN3CCN(c4ccc([N+](=O)[O-])cc4Cl)CC3)n2c1	?	14µM*	-24%	2.3µM*	7.1µM*	-29%	-35%[inhibitor]	0%	?	1%	/
CN1CCN(C(=O)C2CCC(C)(C(=O)O)C2(C)C)CC1 (stereo unspecified)	19%	-10%	-1%	-3%	5%	-4%	-4%	-5%	6%	0%	18
